DUSP3 inh = inhibitors of human VHR1 phosphatase (DUSP3). P51452. recombinant VHR phosphatase, pNPP absorbance. inhibition, % at 13.3 µM. actives 0.52% (n = 290,000). AID 1654; in the data active = inhibition above about 50%; note: some compounds called inactive have numbers as strong as hits
Target sequence (P51452 whole entry, looked up): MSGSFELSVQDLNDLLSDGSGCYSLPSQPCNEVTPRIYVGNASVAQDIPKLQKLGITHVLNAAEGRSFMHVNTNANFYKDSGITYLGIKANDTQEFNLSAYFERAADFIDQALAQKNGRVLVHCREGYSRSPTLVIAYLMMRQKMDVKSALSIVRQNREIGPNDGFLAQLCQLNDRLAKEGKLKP
MazEF act = increases E. coli MazEF RNase cleavage of RNA | P0AE70 | FAM/BHQ RNA-DNA oligo cleavage fluorescence, 5 h | activation, % at 20 µM | actives 0.32% (n = 350,000); in the data active = activation above about 50%
Target sequence (P0AE70 whole entry, looked up): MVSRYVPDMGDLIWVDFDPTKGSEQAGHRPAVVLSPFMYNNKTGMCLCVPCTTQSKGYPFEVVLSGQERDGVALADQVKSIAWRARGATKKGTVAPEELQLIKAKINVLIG
Rv3671c inh = inhibits the M. tuberculosis serine protease Rv3671c | actives 0.048% (n = 320,000) | inhibition, % at 5.96 µM | AID 2606 | P9WHR9; in the data active = inhibition above about 38%;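 note: extracellular domain of Rv3671c used as enzyme; 0% = enzyme with DMSO and 100% = no enzyme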
Target sequence (P9WHR9 whole entry, looked up, the tested form may be a part): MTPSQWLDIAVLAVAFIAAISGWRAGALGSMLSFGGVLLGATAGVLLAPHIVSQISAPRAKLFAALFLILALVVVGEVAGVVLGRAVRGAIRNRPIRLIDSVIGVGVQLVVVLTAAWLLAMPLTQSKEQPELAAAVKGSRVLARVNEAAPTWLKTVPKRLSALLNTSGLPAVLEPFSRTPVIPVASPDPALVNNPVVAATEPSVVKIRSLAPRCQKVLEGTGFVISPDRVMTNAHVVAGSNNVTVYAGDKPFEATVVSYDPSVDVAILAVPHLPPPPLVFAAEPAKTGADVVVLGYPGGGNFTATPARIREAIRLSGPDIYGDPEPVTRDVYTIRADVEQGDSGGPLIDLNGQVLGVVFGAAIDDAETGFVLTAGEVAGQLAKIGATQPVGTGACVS
SSB-PriA inh = K. pneumoniae PriA-SSBct interaction inhibition; AlphaScreen SSBct-PriA binding, biotinylated peptide; inhibition, % at 33 µM; actives 0.6% (n = 430,000); AID 1272365; in the data active = inhibition mostly above about 37%, no sharp cut-off; inactive = mostly below about 20%;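 note: plate controls were negative control peptide for no effect and reference peptide for full effect; strong numbers were not always called active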
CCHF vOTU inh = CCHFV vOTU protease inhibition. inhibition, % at 11.5 µM. actives 0.55% (n = 370,000). Pep-AMC fluorescence; in the data active = inhibition above about 30%; note: 0% = vehicle wells with enzyme and 100% = no enzyme wells
Y pestis TopoI = inhibitors of Yersinia pestis topoisomerase I; AID 504884; actives 0.064% (n = 360,000); Y. pestis Topo-I cleavage product accumulation, plate reader; activity, % at 10 µM; in the data active = activity above about 50%, passing the limit was not always enough; note: inactives centre near 2
Vc quorum ag = induces V. cholerae light production without autoinducers; AID 588436; activation, % at 18.7 µM; actives 0.16% (n = 350,000); V. cholerae BH1578 lux reporter, luminescence, 6 h; in the data active = activation mostly above about 9.7%, no sharp cut-off; note: not every result past the cut was called active; inactives centre near 0; reference of the scale not given here
3CLpro inhibitor = SARS-CoV 3CLpro protease inhibition | P0C6X7 | AID 1706 | actives 0.14% (n = 290,000) | recombinant SARS-CoV 3CLpro, quenched FRET peptide cleavage | inhibition, % at 6 µM; in the data active = inhibition above about 12%
TcdB inh = inhibitors of Clostridioides difficile toxin B glycohydrolase; P18177; TcdB glycohydrolase enzymatic assay, plate reader; inhibition, % at 9.99 µM; actives 0.24% (n = 350,000); in the data active = inhibition above about 10%
PrPC TRFRET = reduces human prion protein on the cell surface. cell surface PrPC, TR-FRET read-out. AID 720596. actives 0.43% (n = 370,000). inhibition, % at 13.8 µM. P04156; in the data active = inhibition above about 24%; note: 0% = median of the test wells and 100% = reference compound wells
Active calls of the source: *; i = inactive; x = no result given; & = joins results of further samples.

#	structure	Rv3671c inh	Vc quorum ag	3CLpro inhibitor	PrPC TRFRET	DUSP3 inh	Y pestis TopoI	TcdB inh	MazEF act	SSB-PriA inh	CCHF vOTU inh
1	C[C@H](CO)N1C[C@H](C)[C@@H](CN(C)S(=O)(=O)c2cn(C)cn2)Oc2ccc(NC(=O)NC3CCCCC3)cc2C1=O	11	-0.2	x	-4	x	5	-0.5&1.0	-7	-9	1
2	CCOC(=O)c1c(C)[nH]c(C(=O)CC(=O)OC)c1C	1	-0.3	5	-4	19	0	1.9	1	7	-3
3	CCOC(=O)Cc1nnc(NC(=O)C23CC4CC(CC(C4)C2)C3)s1	0	-0.6	-1	-11	4	-1	1.2	2	-2	-2
4	CC(=O)Cc1nsc(NC(=O)c2ccc(-c3ccc(F)cc3)o2)n1	3	-0.1	-3	3	2	-5	6.4	-4	-15	-3
5	O=C(COc1ccc(Cl)cc1)Nc1cccc(-c2ccc3nncn3n2)c1	-5	3.6	-1	-8	11	19	1.7	15	1	6
6	COc1ccc(N2CCN(c3nc(-c4cccs4)nc4ccccc34)CC2)cc1	5	-0.2	1	7	3	0	-1.1	-19	-20	7
7	C/C(=N\Nc1nc(C(=O)O)cs1)c1ccccc1	10	x	6	-17	17	x	-0.7	12	x	-8
8	CN(C)c1ccc(NC(=O)C2C3C=CC(C3)C2C(=O)O)cc1 (stereo unspecified)	x	0.6	0	-20	15	-11	-24	-15	14	78*
9	CCOc1ccc(NC(=O)CN(C)C(=O)C2CC(=O)N(c3ccc4c(c3)OCCO4)C2)cc1OCC (stereo unspecified)	4	i	x	-3	x	6	-0.3	-7	1	-2
10	O=S(=O)(c1ccc(SCCO)nc1)N1CCCC1	1	-0.6	1	7	36	5	x	0	-7	19
11	CCC(=O)OCCn1c(Br)nc2c1c(=O)[nH]c(=O)n2C	5	-0.1	3	5	24	7	x	-9	-11	-7
12	CNC(=S)N1CCN(c2nc(-c3ccc(F)cc3)cs2)CC1	2	4.9	-5	-4	-12	1	1.6	4	0	7
13	Cc1ccc(N=c2c([N+](=O)[O-])nn(-c3ccc4c(c3)OCCO4)n2O)cc1F	0	0.3	3	2	17	-3	0.0	10	3	9
14	O=C(c1cc2ncc(CCCl)cn2n1)N1CCCCCC1	-5	-0.3	4	-5	0	0	x	7	-6	6
15	O=C(Nc1cccc(NC(=O)c2ccco2)c1)c1ccc([N+](=O)[O-])cc1	-6	-0.5	0	-2	12	-12	0.4	-4	-13	0
16	O=C(Nc1nccs1)c1ccc([N+](=O)[O-])cc1	3	-0.4	0	-32	-2	2	0.2	4	-7	-12
17	CN1CCN(S(=O)(=O)c2ccc(Nc3cccc(Cl)c3)c([N+](=O)[O-])c2)CC1	-1	-0.4	x	-16	x	1	3.3	6	8	4
18	Cc1cc(=O)[nH]c(N/N=C/c2cn(CCC#N)nc2-c2ccccc2)n1	-1	i	-2	2	10	1	-0.2	2	x	6
19	S=C1NC2(CCCCCC2)N=C1c1ccccc1	-3	i	4	-2	13	-8	-1.0	5	-2	1
20	O=C(COc1ccccc1[N+](=O)[O-])N(C1CCCCC1)C1CCS(=O)(=O)C1 (stereo unspecified)	0	-0.6	x	-3	x	1	-2.0	7	-15	11
21	CC(=O)c1cc2c(cc1NC(=O)CCCC(=O)O)OCO2	-7	i	-7	-4	16	2	x	5	-12	13
22	C=CCNC(=O)CSc1nnc(-c2ccc(S(=O)(=O)N3CCCC3)cc2)n1C	-9	-0.6	1	-8	-3	4	0.0	8	-10	3
23	Cc1ccc(O)c(NC(=O)c2cc(C)no2)c1	11	-0.6	3	4	-20	1	-0.4	6	1	-11
24	CCOc1ccc(S(=O)(=O)n2nc(C)cc2C)c2ccccc12	-10	i	-3	-3	6	5	x	2	-6	-4
25	CCOC(=O)c1[nH]c(C=O)c(C(=O)OCC)c1C	-2	i	-1	-7	-9	8	2.0	8	-10	-8
26	C=CCNC(=O)/C(=C\c1ccc([N+](=O)[O-])cc1)NC(C)=O	-2	i	-3	-16	27	-3	x	-1	-6	12
27	CCCn1c(C)cc(C(=O)COc2ccc(S(=O)(=O)N(CC)CC)cc2[N+](=O)[O-])c1C	-3	-3.1	4	-1	4	32	0.5	-1	8	-10
28	CC(C)C(=O)Nc1cccc(C(=O)Nc2nncs2)c1	-6	i	-2	1	3	-5	x	5	-10	-6
29	CCNC(=O)CC1C(=O)N(c2ccccc2)C(=O)N1CCC(C)C (stereo unspecified)	-7	0.5	-1	-3	-14	6	x	-6	2	6
30	Cc1ccc(Oc2nccc(-c3ccc(Cl)cc3)n2)cc1	-2	12	-4	-2	17	8	x	-1	-10	1
31	CC(=O)Nc1cccc(-c2ccnc3c2CC(C(=O)Nc2ccc(F)c(Cl)c2)O3)c1 (stereo unspecified)	x	-0.4	x	-6	x	-9	0.6	x	x	5
32	CCCN1CCC(=O)N([C@H](CSc2ccc(Br)cc2)c2ccccc2)CC1	9	i	x	1	-12	-11	0.9	1	0	-6
33	O=C(CSc1ccccc1)Nc1nnc(COc2ccc(Cl)cc2)s1	-15	-3.3	-3	2	-8	9	1.2	9	-19	-3
34	COC(=O)c1ccccc1CON1C(=O)C(C)(C)N(OCc2ccccc2C(=O)OC)C(=O)C1(C)C	-3	-0.2	0	-6	23	35	-1.1	0	1	8
35	COc1ccc2[nH]c3c(c2c1)CCNC3=O	9	i	x	0	x	-7	0.7	9	5&6	-34
36	O=C(CC1SC(N2CCCC2)=NC1=O)Nc1ccc(C(=O)NCc2ccccc2F)cc1 (stereo unspecified)	x	-0.5	x	1	x	-2	-7.6	4	x	0
37	CC1(C(=O)NS(=O)(=O)c2cccc(Cl)c2)CCN1C(=O)CCc1ccccc1 (stereo unspecified)	x	0.6	x	-4	x	3	0.0	x	x	4
38	N#Cc1c(SCc2c(Cl)cccc2Cl)nc(N)[nH]c1=S	0	i	x	-10	x	-1	2.0	-7	-2	6
39	Cc1ccccc1-c1cnc2c(c1)C(=O)N([C@H](C)CO)C[C@@H](C)[C@H](CN(C)C(=O)c1ccncc1)O2	x	-0.5	x	-4	x	1	-0.5&0.5&0.7	10	x	0
40	Cn1c(-c2ncc(F)cc2F)cc2onc(-c3c(F)cccc3Cl)c2c1=O	-5	i	x	4	x	3	1.3	-9	-2	-3
41	Cc1nnc(NC(=O)CCCN2C(=O)c3ccccc3C2=O)s1	-2	i	6	-5	44	11	x	4	-9	-13
42	CCN(CC)S(=O)(=O)c1ccc(N=Nc2c(C)[nH]n(C(N)=S)c2=O)cc1	2	0.1	3	-19	8	-9	x	3	9	31*
43	O=C(Cn1nnc(-c2ccc3c(c2)OCO3)n1)NCc1ccccc1	2	2.0	-3	6	5	1	0.3	-10	-6	6
44	CS(=O)(=O)N(CC(=O)NCc1ccco1)c1ccc2c(c1)OCO2	0	1.0	-6	5	-5	10	x	10	-2	-7
45	COc1ccc(C(=O)/C=C/c2ccccc2F)c(OC(=O)c2ccc([N+](=O)[O-])cc2)c1	-9	-1.0	-5	-6	46	-3	x	-4	-16	20
46	NC(=O)CCN1CCCCC1	-4	-0.9	5	5	6	1	-2.3	2	-10	-4
47	C#CC1(O)CCCC2C3CCC4CC(OC(C)=O)CCC4(C)C3C(=O)CC21C (stereo unspecified)	x	i	x	1	x	31	1.7	4	-10	-8
48	COC(=O)C1SCC2C(=O)N(Cc3ccccc3)CC(=O)N21 (stereo unspecified)	-6	-0.7	-4	2	-20	1	1.6	3	9	-7
49	CCOc1ccc2ncc(S(=O)(=O)c3ccccc3)c(N3CCN(c4ccc(OC)cc4)CC3)c2c1	0	-0.2	-1	-5	-6	1	0.4	3	10	-7
50	Cc1ccn(CC(=O)N2CCCC(N3CCN(c4ccccc4F)CC3)C2)n1 (stereo unspecified)	x	i	5	3	-2	5	0.1	12	-8	11

Going on with the list.
#	structure	Rv3671c inh	Vc quorum ag	3CLpro inhibitor	PrPC TRFRET	DUSP3 inh	Y pestis TopoI	TcdB inh	MazEF act	SSB-PriA inh	CCHF vOTU inh
51	O=c1cc(CSc2ccc(Cl)cc2)nc(N2CCCCC2)[nH]1	4	i	-6	5	18	4	x	14	-4	4
52	CCN1CCN(CCNC(=O)CCc2c(C)c3c(C)nn(-c4ccccc4)c3n(C)c2=O)CC1	4	-0.2	3	x	15	0	x	3	16	x
53	CCOC(=O)[C@@H]1[C@H]2COc3cc(OC)ccc3[C@H]2N2C(=O)N(c3ccc(C)cc3)C(=O)[C@@]12C	5	-0.6	-3	2	32	5	1.7	5	-14	10
54	CCN(CC)C(=S)Nc1ccc(Cl)c(Cl)c1	0	-1.6	2	3	-10	-10	0.7	-1	-7	-6
55	CS(=O)(=O)N(CC(=O)N1CCN(c2ccccc2)CC1)c1ccccc1Cl	-3	-5.9	-1	3	x	8	x	5	-7	1
56	CC(=O)N1CCC2(CC1)CC(=O)c1cc(OCC(=O)NCc3ccco3)ccc1O2	-4	i	4	-1	2	-8	x	11	0	-70
57	C=CCn1c(CNc2ccc(C)cc2)nnc1SCC(=O)N/N=C/c1ccc(O)cc1O	18	-0.7	-5	8	4	2	x	3	x	18
58	O=C(NC(=S)Nc1ccccn1)c1ccc([N+](=O)[O-])cc1	7	-0.5	-5	-3	2	6	x	-1	-2	-9
59	O=[N+]([O-])c1ccc(N2CCN(c3cccc(Cl)c3)CC2)cn1	1	-0.3	-4	-2	15	10	1.2	1	7	-8
60	COc1cccc(-n2c(=O)c3sccc3n(CC(=O)NCC3CCCO3)c2=O)c1 (stereo unspecified)	-8	-0.6	-6	2	-4	4	-0.5	-7	2	6

Exported with two lines to a compound: part of the list above
Values run as follows: Rv3671c inh	Vc quorum ag	3CLpro inhibitor	PrPC TRFRET	DUSP3 inh	Y pestis TopoI	TcdB inh	MazEF act	SSB-PriA inh	CCHF vOTU inh
45) COc1ccc(C(=O)/C=C/c2ccccc2F)c(OC(=O)c2ccc([N+](=O)[O-])cc2)c1
  -9	-1.0	-5	-6	46	-3	x	-4	-16	20
46) NC(=O)CCN1CCCCC1
  -4	-0.9	5	5	6	1	-2.3	2	-10	-4
47) C#CC1(O)CCCC2C3CCC4CC(OC(C)=O)CCC4(C)C3C(=O)CC21C (stereo unspecified)
  x	i	x	1	x	31	1.7	4	-10	-8
48) COC(=O)C1SCC2C(=O)N(Cc3ccccc3)CC(=O)N21 (stereo unspecified)
  -6	-0.7	-4	2	-20	1	1.6	3	9	-7
49) CCOc1ccc2ncc(S(=O)(=O)c3ccccc3)c(N3CCN(c4ccc(OC)cc4)CC3)c2c1
  0	-0.2	-1	-5	-6	1	0.4	3	10	-7
50) Cc1ccn(CC(=O)N2CCCC(N3CCN(c4ccccc4F)CC3)C2)n1 (stereo unspecified)
  x	i	5	3	-2	5	0.1	12	-8	11
51) O=c1cc(CSc2ccc(Cl)cc2)nc(N2CCCCC2)[nH]1
  4	i	-6	5	18	4	x	14	-4	4
52) CCN1CCN(CCNC(=O)CCc2c(C)c3c(C)nn(-c4ccccc4)c3n(C)c2=O)CC1
  4	-0.2	3	x	15	0	x	3	16	x
53) CCOC(=O)[C@@H]1[C@H]2COc3cc(OC)ccc3[C@H]2N2C(=O)N(c3ccc(C)cc3)C(=O)[C@@]12C
  5	-0.6	-3	2	32	5	1.7	5	-14	10
54) CCN(CC)C(=S)Nc1ccc(Cl)c(Cl)c1
  0	-1.6	2	3	-10	-10	0.7	-1	-7	-6
55) CS(=O)(=O)N(CC(=O)N1CCN(c2ccccc2)CC1)c1ccccc1Cl
  -3	-5.9	-1	3	x	8	x	5	-7	1
56) CC(=O)N1CCC2(CC1)CC(=O)c1cc(OCC(=O)NCc3ccco3)ccc1O2
  -4	i	4	-1	2	-8	x	11	0	-70
57) C=CCn1c(CNc2ccc(C)cc2)nnc1SCC(=O)N/N=C/c1ccc(O)cc1O
  18	-0.7	-5	8	4	2	x	3	x	18

Screening data deposited in PubChem BioAssay by several laboratories.

These rows are one share of the data, so the mix of outcomes need not match the whole.
